L3MBTL1 inh: L3MBTL1 (human) inhibition. 230,000 tested, 0.66% active. Potency, µM (series often up to 57.1 µM), inactives show top-dose activity, negative = inhibition, most hits filed as inhibitors. Q9Y468. AlphaScreen L3MBTL1–H3K9me1 peptide binding; active means well fitted inhibition curve with a large enough effect; inconclusive means small, poorly fitted or top-dose-only effect; inactive means no such curve, though single readings can be large or run the other way; further: nearly all actives have a fitted effect of over 60% in size
Target sequence (Q9Y468 whole entry, looked up): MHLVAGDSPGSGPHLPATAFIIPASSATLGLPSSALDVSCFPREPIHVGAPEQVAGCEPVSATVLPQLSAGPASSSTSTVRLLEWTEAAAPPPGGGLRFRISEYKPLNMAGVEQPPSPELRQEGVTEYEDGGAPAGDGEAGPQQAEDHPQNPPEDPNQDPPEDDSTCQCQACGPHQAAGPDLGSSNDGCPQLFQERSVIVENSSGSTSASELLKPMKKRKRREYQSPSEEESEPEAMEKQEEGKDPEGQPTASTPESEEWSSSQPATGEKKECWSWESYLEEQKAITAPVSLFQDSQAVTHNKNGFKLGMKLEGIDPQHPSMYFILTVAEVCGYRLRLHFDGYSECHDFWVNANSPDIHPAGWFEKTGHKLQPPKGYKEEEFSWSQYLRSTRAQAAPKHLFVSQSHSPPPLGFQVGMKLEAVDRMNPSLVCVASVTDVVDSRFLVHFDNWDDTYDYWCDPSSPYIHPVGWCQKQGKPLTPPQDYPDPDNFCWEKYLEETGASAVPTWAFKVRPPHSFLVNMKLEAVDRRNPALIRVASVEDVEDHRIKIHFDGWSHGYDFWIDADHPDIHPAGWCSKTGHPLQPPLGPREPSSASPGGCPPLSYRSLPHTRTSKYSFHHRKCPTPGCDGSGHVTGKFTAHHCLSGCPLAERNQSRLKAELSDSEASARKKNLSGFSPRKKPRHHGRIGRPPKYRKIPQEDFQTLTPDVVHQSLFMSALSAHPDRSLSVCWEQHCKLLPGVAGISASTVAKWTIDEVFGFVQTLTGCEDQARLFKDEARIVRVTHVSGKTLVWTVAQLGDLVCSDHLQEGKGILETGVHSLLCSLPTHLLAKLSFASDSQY
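Displacement of a biotinylated histone H3(1-15) peptide monomethylated at Lys9 (75 nM) from L3MBTL1 (50 nM) was measured by AlphaScreen after a 30 min room-temperature compound incubation; cefsulodin titration served as intraplate control.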
Numbers without * were called inactive; ? = inconclusive; & = joins results of further samples; [ ] = remark or other dose. On the % scale 0 is the no-effect control and ±100 the full control effect; potency means the concentration at half of the fitted maximal effect. A portion of the library; rates above refer to the full screens.

SMILES	L3MBTL1 inh
CC[C@@H]1C=C(C(=O)O)[C@H](c2ccc(Cl)c(Cl)c2)N1S(=O)(=O)c1ccc(C)cc1	5%
CSc1nc2ccc(NC(=O)c3cccs3)cc2s1	3%
Cc1cccc(CN2CCc3c([nH]c4ccccc34)C2C(C)(C)C)n1 (centres undefined)	8%
COc1ccc(NC(=O)COc2ccc(C)nc2[N+](=O)[O-])cc1S(N)(=O)=O	6%
COc1cc(C(C)=O)ccc1OCC(O)CN1CCN(c2ccc(F)cc2)CC1 (centres undefined)	-4%
CS(=O)(=O)Nc1ccccc1C(=O)NCCSc1ccc(Cl)cc1	9%
CC1CCC(NC(=O)C2CC(O)CN2S(=O)(=O)c2ccc([N+](=O)[O-])cc2)CC1 (centres undefined)	4%
Cc1ccc(S(=O)(=O)NCC(=O)OCC(=O)N2C(C)CCCC2C)cc1 (centres undefined)	5%
Cc1ccc(NS(=O)(=O)c2cccc(C(=O)NCCCN3CCCC3=O)c2)cc1	-5%
COc1cc(OC)cc(-c2c(-c3cccs3)c3cc(Br)ccc3n2C)c1	15%
Cc1cc(C)c2nc(NC(=O)C3CSC4(C)CCC(=O)N34)sc2c1 (centres undefined)	7%
N#Cc1ccccc1OCC(=O)OCC(=O)Nc1ccc2c(c1)OCO2	5%
CCOc1ccc(S(=O)(=O)N2CCN(Cc3ccccc3)CC2)cc1	43%[activator]
CN(C(=O)COC(=O)c1cc2ccccc2cc1O)c1c(N)n(Cc2ccccc2)c(=O)[nH]c1=O	-2%
COc1cccc(C(=O)NC(C)CCc2ccccc2)c1 (centres undefined)	5%
COc1ccc(NC(=O)CCC(=O)c2ccc(Cl)cc2)cn1	-3%
CC(C)N(Cc1ccccc1)C(=O)COC(=O)c1cc[n+]([O-])cc1	2%
CC(=O)CCc1ccc(OCC(=O)Nc2cccc(S(=O)(=O)N(C)c3ccccc3)c2)cc1	4%
CCNC(=S)NC(=NCc1cccnc1)Nc1nc(C)cc(C)n1	-1%
O=C(COC(=O)CNC(=O)c1ccccc1F)Nc1nnc(-c2ccccc2)o1	-2%
O=C(c1cccc(N2C(=O)c3ccccc3C2=O)c1)N1CCCC(C(F)(F)F)C1 (centres undefined)	2%
CN(C(=O)COc1ccccc1C(=O)NCc1ccccc1)C1CCS(=O)(=O)C1 (centres undefined)	0%
CC1(C)C(=O)Nc2ccccc2N1C(=O)COC(=O)Cc1ccc(Cl)c(Cl)c1	-9%
CCCCn1c(N)c(N(CCOC)C(=O)c2nn(CC)c(=O)c3ccccc23)c(=O)[nH]c1=O	0%
COC(=O)c1ccccc1NC(=O)CNc1ccc(F)c(S(=O)(=O)N2CCOCC2)c1	-1%
NS(=O)(=O)c1cc(C(=O)OCC(=O)NNC(=O)c2ccccc2)ccc1Cl	6%
O=C(NCCc1c[nH]c2ccccc12)c1ccc(Cl)cc1	-13%
CCCCn1nc(C(=O)N(C)CC(=O)Nc2ccc(F)c(F)c2F)ccc1=O	9%
CN(C(=O)COC(=O)CN1C(=O)C2CC=CCC2C1=O)c1ccccc1 (centres undefined)	-3%
Cc1ccc[n+](CC(=O)Nc2cccc(Cl)c2)c1	9%
CC(NC(=O)c1ccco1)C(=O)N1CCN(S(=O)(=O)c2ccccc2C#N)CC1 (centres undefined)	1%
CC(C)c1ccc(OCC(=O)Nc2ccncc2)cc1	0%
CSc1ccc(Cl)c(C(=O)N2CCOc3ccccc32)c1	-1%
c1ccc(Nc2nc(Nc3ccccc3)nc(N3CCNCC3)n2)cc1	-5%
COc1ccccc1-c1sc2cc3c(cc2c1C#Cc1ccccn1)OCO3	11%
CCOc1ccc(C(=O)Oc2cc(C)[nH]c(=O)c2[N+](=O)[O-])cc1	1%
O=C(COC(=O)C1CCN(S(=O)(=O)c2cccs2)CC1)Nc1ccc(F)cc1Cl	-1%
C/C(=N\Nc1cc(N2CCCCC2)nc(C)n1)c1ccc(Br)cc1	-9%
CCC1(c2ccc(F)cc2)NC(=O)N(CC(=O)N2c3ccccc3CC2C)C1=O (centres undefined)	-29%
Cc1ccc(C2CN(CCC(N)=O)C(=O)CO2)cc1 (centres undefined)	-5%
CCCCn1nc(C(=O)Nc2ccc3c(c2)OCO3)c2ccccc2c1=O	-6%
COC(=O)[C@]1(CC(C)C)N[C@H](c2ccc(-c3ccc(C(C)=O)cc3)cc2)[C@@H]2C(=O)N(C)C(=O)[C@@H]21	-2%
Cc1ccccc1C(=O)NNC(=O)C1CC(=O)N(Cc2ccccc2)C1 (centres undefined)	2%
CCOc1ccc(NC(=O)c2ccccc2NC(=O)CN2CCCCCC2)cc1	-7%
COc1ccc(S(=O)(=O)N(C)C[C@H]2Oc3ccc(NC(=O)c4ccncc4)cc3C(=O)N([C@H](C)CO)C[C@@H]2C)cc1	7%
CC(SCc1ccccc1)C(=O)Nc1ccccc1 (centres undefined)	4%
Cc1ccc(OCC(O)CN2CCOCC2)cc1C (centres undefined)	0%
COc1ccc(NC(=O)CN(C)C(=O)c2ccccc2OCC(=O)Nc2cccc(C(F)(F)F)c2)cc1	3%
COc1ccc2oc(C(=O)OCC(=O)N(C)CC(=O)Nc3ccc(F)cc3)c(C)c2c1	-6%
Cc1cc(OCC(=O)OCC(=O)NCc2ccco2)ccc1Cl	3%
CC(=O)NC(c1ccco1)c1cc(Cl)c2ccc(Cl)nc2c1O (centres undefined)	3%&-2%
CNC(=O)c1[nH]cnc1C(=O)NCC(=O)OCc1ccccc1	2%
COCCN(CC(=O)Nc1cccc(C)c1C)C(=O)c1oc2ccccc2c1C	?
COc1ccc2sc(-c3ccccc3OC)c(-c3ccc(OCCN(C)C)cc3)c2c1	-9%
CC(=O)c1ccc(NC(=O)CN2c3cccc4cccc(c34)S2(=O)=O)cc1	-1%
CC1CC(C)CN(S(=O)(=O)c2ccc(NC(=O)[C@@H]3CCCN3C(=O)c3cccs3)cc2)C1 (some centres undefined)	-3%
Cc1ccc(S(=O)(=O)N(C)c2ccc(C(=O)N(C)Cc3nc4ccccc4c(=O)[nH]3)cc2)cc1	7%
O=C(Cn1cnc2c(NCc3ccccc3)ncnc21)NCc1ccc2c(c1)OCO2	4%
O=C(NCC(O)c1ccc([N+](=O)[O-])cc1)C1=COCCO1 (centres undefined)	-2%
Cc1noc(C)c1COc1ccc(C(=O)NCC(c2c(F)cccc2Cl)N(C)C)cc1 (centres undefined)	7%

(list continues)
SMILES	L3MBTL1 inh
Cc1ccc(S(=O)(=O)N2CCOC23CCN(C(=O)C(=O)NCc2ccccc2)CC3)cc1	4%
CC(=O)N1CCc2c(sc(NC(=O)C3CCCN3S(=O)(=O)c3cccs3)c2C#N)C1 (centres undefined)	-4%
CCOc1ccc(N2CC(C(=O)Nc3cc(Cl)ccc3-n3cncn3)CC2=O)cc1 (centres undefined)	7%
COc1ccccc1C(=O)COC(=O)c1ccc(-n2cnnn2)cc1	2%
COc1cccc(CN(C)S(=O)(=O)c2ccccc2Br)c1	27%
COc1ccc(CCNC(=O)c2ccc(NC(=O)CC3SC(N4CCCC4)=NC3=O)cc2)cc1 (centres undefined)	6%
COc1ccccc1NS(=O)(=O)c1cccc(C(=O)NCC2(N(C)C)CCCCC2)c1	-4%
O=C(COC(=O)c1cc(Br)ccc1O)c1ccc(F)cc1	7%
O=C(CCc1ccccc1)NNC(=O)CCc1ccccc1	-6%
COc1cccc(OC)c1C(=O)NC(=S)N1CCCCC1c1cccnc1 (centres undefined)	40%[activator]
CN(C)CCCNC(=O)CC1C[C@H](C(=O)N2CCCCC2)[C@@]2(CCc3ccccc3)c3[nH]c4ccccc4c3CCN2C1=O (some centres undefined)	3%
Cc1ccc(NC(=O)C2C3C=CC(O3)C2C(=O)O)cc1C (centres undefined)	0%[2.29 µM]
CCN(C(=O)COC(=O)C1CC1)c1c(N)n(Cc2ccccc2)c(=O)[nH]c1=O	-5%
O=C(COC(=O)CCSc1ccccc1)Nc1ccccc1Br	63%[activator]
Cc1cccc(CNc2ncnc3ccc(-c4ccc5c(c4)OCCO5)cc23)c1	-7%&15%
O=[N+]([O-])c1ccc(-c2ccc(/C=N/n3cnnc3)o2)c(Br)c1	-7%
Cc1ccc(S(=O)(=O)N2CCOCC2)cc1NC(=O)COC(=O)c1ccc(Cl)nc1	2%
Cc1cc(C(=O)NC(C)C2CCCO2)c(C)o1 (centres undefined)	3%
CCN(c1ccccc1)S(=O)(=O)c1cc(NC(=O)CN2CCN(C)CC2)ccc1Cl	-2%
COc1ccc(CCNC(=O)c2ccccc2NC(=O)CN2CCN(c3ccccc3O)CC2)cc1	-20%
Cc1cccc(NCc2nc(SCC(=O)Nc3ccccc3Br)n[nH]2)c1	-7%
Cc1ccccc1NS(=O)(=O)c1ccc(C(=O)N2CCCCCCC2)cc1	7%
O=C1c2ccccc2[C@@H]2C[C@@H](O)[C@H](Nc3cccc4ccccc34)CCN12	-3%
COC(=O)[C@@]1(Cc2ccccc2)[C@H]2C(=O)N(Cc3ccccc3)C(=O)[C@H]2[C@H]2CN=C(SCC3CC3)N21	0%
Cc1ccc2[nH]c(C(=O)Nc3ccc(F)cc3)cc2c1	-7%[2.29 µM]
COC(=O)c1ccc(NS(=O)(=O)c2cc3c4c(c2)CCN4C(=O)CC3)cc1	-4%
CC(C)N(C(=S)Nc1ccc(S(=O)(=O)N2CCOCC2)cc1)c1ccccc1	-10%
CC[C@@]12C(=O)N(c3ccccc3)C(=O)N1[C@H](c1ccc(OC)cc1)[C@@H]1C(=O)N(C(C)(C)C)C(=O)[C@@H]12	8%
Cc1ccc(C(=O)OCC(=O)NC(C)c2ccccc2)cc1C (centres undefined)	3%
Cc1nc2ccccc2c(=O)n1-c1ccc(NS(=O)(=O)c2cc(F)ccc2F)cc1	1%
O=C(CSc1cccc(C(F)(F)F)c1)Nc1ccc(N2CCOCC2)cc1	-11%
Nc1ncnc2c1ncn2[C@@H]1O[C@H](CNCc2ccc(-c3cc(C(F)(F)F)ccc3Cl)o2)[C@@H](O)[C@H]1O	-7%
Cn1ncc([N+](=O)[O-])c1C(=O)Nc1cccc(Cl)c1	-2%[2.29 µM]
CC[C@]12c3[nH]c4cc(-c5ccco5)ccc4c3CCN1C(=O)[C@@H](CC(=O)NCc1ccco1)C[C@@H]2C(=O)N1CCN(C(=O)C2CC2)CC1	?
COc1ccc(CCNC(=O)COC(=O)CCC(=O)c2cccs2)cc1OC	-2%
CN(CC(=O)Nc1ccc(Cl)c(C(F)(F)F)c1)C(=O)C1CCCO1 (centres undefined)	1%
CC(C)N1CCN(c2ccc(OC[C@H]3CO[C@](Cn4cncn4)(c4ccc(Cl)cc4Cl)O3)cc2)CC1	-15%
CCOC(=O)C(C)n1cnc2c(nnn2-c2ccc(F)cc2)c1=O (centres undefined)	7%
CCN(CC)c1ccc(C2Nc3cccc4cccc(c34)N2)cc1	-9%
CC(C)(C)NC(=O)NC(=O)COC(=O)C1CCN(S(=O)(=O)c2cccs2)CC1	1%
CCOC(=O)c1c(NC(=O)C2CCCCC2)sc2c1CCN(CC)C2	25%
Cc1nc(SCC(=O)N2CCNC2=O)c2ccccc2n1	3%
O=C(COc1cccc(C(F)(F)F)c1)NNC(=O)c1ccc(=O)[nH]c1	3%
Cc1cccc(C)c1NC(=O)CN(C)C(=O)CN1C(=O)NC2(CCCC2)C1=O	4%
CC(C)N(C(=O)CN1CCN(C(=O)C2COc3ccccc3O2)CC1)C(C)C (centres undefined)	8%
CC1CCCC(NC(=O)CN2C(=O)NC(c3ccccc3)(c3ccccc3)C2=O)C1C (centres undefined)	-18%
CN(CC(=O)Nc1ccc(F)c(F)c1F)C(=O)C1CCC1	0%
CCOCc1c(C(=O)NCc2ccccc2CN2CCCC2)oc2ccccc12	-3%
Cc1ccc(NC(=O)c2cccc(-n3cnnn3)c2)cc1Cl	6%
CC(C)C(NC(=O)c1c(F)cccc1F)C(=O)N1CCN(S(=O)(=O)/C=C/c2ccccc2)CC1 (centres undefined)	-3%
CCOc1ccc2oc(=O)cc(CN3CCN(Cc4ccccc4)CC3)c2c1	-8%
